Assay outcomes (PubChem BioAssay)
MBD2 DNA inh = blocks human MBD2 binding to methylated DNA. Q9UBB5. TR-FRET, MBD2 binding to methylated oligonucleotide. inhibition, % at 4.4 µM. 0.31% of 370,000 active. AID 686964; in the data active means inhibition above about 13%
Target sequence (Q9UBB5 whole entry, looked up): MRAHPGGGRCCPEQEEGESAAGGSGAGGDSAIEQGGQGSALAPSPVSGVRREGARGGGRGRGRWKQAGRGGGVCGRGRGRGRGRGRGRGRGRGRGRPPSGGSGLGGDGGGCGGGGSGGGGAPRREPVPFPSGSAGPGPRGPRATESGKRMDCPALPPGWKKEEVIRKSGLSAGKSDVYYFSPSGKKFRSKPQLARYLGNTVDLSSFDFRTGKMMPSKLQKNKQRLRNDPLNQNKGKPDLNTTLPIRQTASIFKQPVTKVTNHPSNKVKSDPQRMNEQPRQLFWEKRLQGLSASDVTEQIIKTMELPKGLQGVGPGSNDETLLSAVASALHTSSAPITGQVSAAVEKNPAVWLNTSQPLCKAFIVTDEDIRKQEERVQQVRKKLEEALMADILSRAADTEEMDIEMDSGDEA
mABHD4 FP = inhibits mouse alpha/beta hydrolase domain 4 | Q8VD66 | purified mABHD4, FP-Rh probe fluorescence polarization | inhibition, % at 8.92 µM | 0.54% of 370,000 active | AID 720543;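 active means inhibition exceeding the mean over every tested compound plus 3 SD, cut at about 30% in these data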;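 further: 0% = plate median of compound wells and 100% = S159A mutant with DMSO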
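Assay system: wild-type mouse ABHD4 protein; compound: single nominal dose of 8.92 µM, 0.89% DMSO final; schedule: 45 min + 60 min at 25 °C; measured by: FP readout, ex 525 nm / em 598 nm; evaluation: % inhibition of FP-Rh probe binding versus controls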
rCAG binder = molecules binding r(CAG) RNA repeats; AID 651821; 1.3% of 370,000 active; r(CAG) RNA repeat, TO-PRO-1 dye displacement fluorescence; inhibition, % at 3 µM;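 active means inhibition above the plate cutoff, the mean of all test compounds on that plate plus 3 SD, cut at about 35% in these data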;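 further: 0% = DMSO alone and 100% = 100 µM mitoxantrone as full dye displacement; higher means more dye released from RNA so lower well fluorescence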
TCR CD3 inh = blocks the human TCR-CD3 interaction | TAMRA-labeled TCR probe fluorescence, biochemical | inhibition, % at 9.4 µM | 0.37% of 360,000 active | AID 651800; in the data active means inhibition above about 19%;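 further: recombinant mutant TCR 2C K166C tagged with TAMRA read by polarization; 0% = receptor in buffer alone and 100% = receptor with positive control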
GC-A act = GC-A (human) enzyme activation; HEK293 GC-A cells, cGMP TR-FRET, EC30 ANP; 0% at EC30 ANP, 100% saturating ANP; activation, % at 10 µM; 0.14% of 370,000 active; AID 1671463; in the data active means activation above about 40%
HTRA1 inh = blocks human HTRA1 serine peptidase; recombinant HTRA1, FP-rhodamine activity-based probe, fluorescence polarization; AID 504803; 0.5% of 340,000 active; inhibition, % at 5.96 µM; Q92743; in the data active means inhibition above about 36%;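 further: 0% = enzyme with DMSO and 100% = wells lacking enzyme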
Target sequence (Q92743 whole entry, looked up): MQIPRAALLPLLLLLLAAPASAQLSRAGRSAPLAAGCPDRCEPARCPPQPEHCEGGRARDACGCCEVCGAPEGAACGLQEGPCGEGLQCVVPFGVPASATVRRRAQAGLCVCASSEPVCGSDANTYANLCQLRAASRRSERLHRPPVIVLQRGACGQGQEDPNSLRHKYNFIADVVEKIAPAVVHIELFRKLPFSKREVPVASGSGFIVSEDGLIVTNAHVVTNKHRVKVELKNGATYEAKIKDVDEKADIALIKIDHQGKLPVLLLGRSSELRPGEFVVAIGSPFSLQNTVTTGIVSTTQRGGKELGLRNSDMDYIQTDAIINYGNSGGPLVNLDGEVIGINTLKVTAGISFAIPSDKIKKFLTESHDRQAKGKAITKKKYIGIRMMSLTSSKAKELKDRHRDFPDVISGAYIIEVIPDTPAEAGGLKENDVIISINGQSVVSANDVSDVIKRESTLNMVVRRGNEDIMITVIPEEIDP
SIAE primary = inhibitors of human sialic acid acetylesterase SIAE. Q9HAT2. SIAE FP-Rh probe binding, fluorescence polarization. inhibition, % at 9.66 µM. 0.69% of 370,000 active;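 active means inhibition above a cutoff: mean of compounds within the control limits plus 3 SD of those, cut at about 17% in these data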;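 further: 0% = plate median of compound wells and 100% = probe without SIAE protein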
GC-B act = GC-B (human) receptor activation; P20594; activation, % at 10 µM; HEK293-GC-B cells, CNP EC30, cGMP TR-FRET; 0% at EC30 CNP, 100% saturating CNP; 0.11% of 370,000 active;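 active means activation at 10 µM reaching about 35% in either raw or pattern-adjusted values, limit read from the data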
UHRF1 MBD2 ctr = UHRF1 methyl-DNA binding inhibition. inhibition, % at 4.4 µM. UHRF1 binding to methylated oligo, TR-FRET. AID 687016. Q96T88. 0.75% of 370,000 active; in the data active means inhibition above about 21%;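 further: UHRF1 SRA domain binding a hemimethylated CpG hairpin DNA probe; 0% = median of test compound wells and 100% = reference inhibitor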
PRMT1 inh = blocks human protein arginine methyltransferase 1. Q99873. recombinant PRMT1, activity-based probe fluorescence polarization. inhibition, % at 2.79 µM. 1.3% of 370,000 active. AID 652257;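 active means inhibition above about 21% made by adding two undisclosed values, limit read from the data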
* hit, by the source's call; nt = not tested or not shown. This is a subset. The share of hits here may be higher or lower than overall.

SMILES	MBD2 DNA inh	mABHD4 FP	rCAG binder	TCR CD3 inh	GC-A act	HTRA1 inh	SIAE primary	GC-B act	UHRF1 MBD2 ctr	PRMT1 inh
CCN(CC)CCN(C(=O)CCS(=O)(=O)c1ccccc1)c1nc2cc(C)cc(C)c2s1	4	7	-2	-3	-16	-9	-2	-17	-1	0
O=S(=O)(NCC(Nc1ccc(Cl)cc1)c1ccccc1)c1ccccc1 (stereo unspecified)	-2	-34	7	-7	-10	-36	-6	-4	4	-1
Cc1c(NS(=O)(=O)CC23CCC(CC2=O)C3(C)C)c(=O)n(-c2ccccc2)n1C (stereo unspecified)	1	1	-4	5	2	1	5	1	-1	-2
COC(=O)C=C1CCC2C3CCC4=CC(=O)CCC4(C)C3C(=O)CC12C (stereo unspecified)	3	-5	-1	1	0	0	5	2	-2	0
CCC(=O)Nc1ccc(C(=O)Nc2cccc(OC)c2)cc1	4	0	0	1	-1	-10	-2	-2	-1	0
CCCCCCn1c(COc2ccccc2F)nnc1SCC(=O)c1c(N)n(C)c(=O)n(C)c1=O	-2	2	2	4	-1	nt	1	6	0	-2
C=CCSc1nc(C)cc(C(=O)OCC)c1C#N	4	-7	-4	-1	3	-3	-4	-7	2	4
Cc1ccccc1-n1c(SCC(=O)Nc2ccccc2)nc2nc3c(cc2c1=O)CCCC3	5	-16	4	3	4	-30	-8	1	11	2
CCCCC(=O)Nc1cc(NC(=O)CC)ccc1Cl	6	1	-5	5	0	1	2	5	-1	-2
O=C(N/N=C/c1ccccc1C(=O)O)c1ccncc1	-1	5	1	-3	2	5	-3	0	2	-2
Cc1ccc(S(=O)(=O)N2CCC(C(=O)OCC(=O)NC(C)c3ccc(F)cc3)CC2)cc1C (stereo unspecified)	1	-1	2	2	-5	-3	2	-2	-4	-4
COc1ccc(-c2nc(CS(=O)CC(=O)NC3CCCC3)c(C)o2)cc1OC (stereo unspecified)	5	-1	-3	6	-2	-4	-4	-1	2	4
O=C1N(Cc2cccc(Cl)c2)C[C@@H]2C[C@@H](c3ccco3)N3CCC[C@@]123	-4	0	-1	-2	-7	0	-2	-8	3	-3
O=C(COC(=O)c1ccc2ccccc2c1O)Nc1ccccc1	3	8	1	-10	2	-12	-31	3	1	1
Cc1cc(C)c(O)c(-c2cc(C(=O)Nc3c(C)n(C)n(-c4ccccc4)c3=O)[nH]n2)c1	7	-6	4	1	-4	3	-1	-2	6	9
Cc1ccc(NC(=O)c2ccc(S(=O)(=O)NCc3ccco3)cc2)cc1	2	1	0	-5	-5	-4	4	-5	1	2
COc1cccc(CNS(=O)(=O)c2ccc3c(c2)N(C(C)=O)CCO3)c1	1	1	0	4	-1	3	-6	-2	-4	-1
CC(=O)NCc1cn2c(C)csc2n1	-4	-3	3	-5	3	-2	4	6	0	-4
Cc1cc(C)nc(NC(=O)c2c(-c3ccccc3Cl)noc2C)c1	3	14	-7	-8	-5	-7	-1	-2	3	-1
O=C(Nc1ccncc1)C1CC(=O)N(Cc2ccccc2)C1 (stereo unspecified)	8	8	-1	1	-1	0	-1	2	1	5
COc1ccccc1NC(=O)Cc1csc(N)n1	2	1	3	2	-2	3	0	-4	2	-1
COCCn1c(C)c(C)c(S(=O)(=O)c2ccccc2)c1N	-5	2	-7	16	-2	13	2	0	-7	7
Cc1ccc(NC(=O)c2ccc3c(=O)n4c(nc3c2)CCCCC4)cc1F	1	-6	4	-4	-1	-36	-12	-2	-2	-4
CC(=O)N1c2ccc(S(=O)(=O)NCCC(=O)NCCc3ccc(C)cc3)cc2CC1C (stereo unspecified)	-1	4	-5	4	-4	1	3	0	1	0
Cc1ccccc1OCC(=O)NCCS(=O)(=O)N1CCN(c2ccc(F)cc2)CC1	1	-2	-6	6	1	0	11	0	3	-2
Remaining list, next part.
SMILES	MBD2 DNA inh	mABHD4 FP	rCAG binder	TCR CD3 inh	GC-A act	HTRA1 inh	SIAE primary	GC-B act	UHRF1 MBD2 ctr	PRMT1 inh
Clc1nc(Nc2ccccc2)nc(Nc2ccccc2)n1	5	-15	1	5	25	-31	-3	5	2	-2
Cc1cc(NC(=O)CSc2nc(=O)cc(N)n2-c2ccc(Cl)cc2)no1	-7	-4	-2	5	5	-2	-8	-2	-3	-2
COc1ccc(C2CC(=O)Oc3cc(O)ccc32)cc1 (stereo unspecified)	0	-4	1	5	39	5	2	6	1	1
Clc1ccc2nc(C3CCN(Cc4nnnn4C4CCCCC4)CC3)[nH]c2c1	3	4	-6	-10	-1	-14	-8	-1	0	1
CCc1ccc(S(=O)(=O)Nc2ccccn2)cc1	4	-5	1	-4	2	2	-6	3	-3	0
Cc1oc(C(=O)O)cc1COc1ccc2c3c(c(=O)oc2c1C)CCC3	2	24	9	3	3	2	0	-1	2	0
Cc1cc(NC(=O)c2cc(-c3ccc(C)s3)nc3ccccc23)no1	2	-2	5	3	8	-12	-7	4	-1	0
COc1cccc(NC(=O)C2CCN(S(C)(=O)=O)CC2)c1	-3	-7	-1	0	0	4	7	-5	-3	1
CCOc1ccc(S(=O)(=O)N2CCCC(C(=O)N3CCOCC3)C2)cc1 (stereo unspecified)	3	8	-6	3	3	8	-4	5	-1	-4
COC(=O)c1ccccc1S(=O)(=O)NC(=O)[C@H]1O[C@@H](n2ccc(=O)[nH]c2=O)[C@H](O)[C@@H]1O	-6	-5	1	9	4	nt	74*	4	4	-1
COc1ccc(OC)c(NC(=S)N2CCN(C(=O)C3CCCO3)CC2)c1 (stereo unspecified)	-1	9	-1	-9	5	2	2	5	3	5
c1ccc2c(c1)NCC1CCCN21 (stereo unspecified)	-5	22	12	1	-5	44*	12	-2	5	10
Cc1cccc(NC(=O)CCC(=O)NCCO)c1	-3	-1	1	1	3	3	7	4	-1	-2
COc1cc(C(C)=O)ccc1Oc1cc(NN2CCCCC2)c([N+](=O)[O-])cc1[N+](=O)[O-]	-3	3	2	-3	-2	2	8	-4	1	-1
CC(C)c1ccccc1NS(=O)(=O)N(C)C	-2	-1	2	4	4	1	-1	-4	-2	-1
COC(=O)c1ccc(NC(=O)C2C3CCC(C3)C2C(=O)O)cc1 (stereo unspecified)	-1	-2	-2	2	-1	-1	7	3	2	0
COc1ccc(CCNC(=S)N2CCN(S(=O)(=O)c3ccc(C)cc3)CC2)cc1	6	10	5	-3	-2	-2	-6	2	-1	6
CCOC(=O)[C@@]12CCCC3=C1N(CCC3)C(=O)[C@H]2CC(=O)NCc1ccc(C)o1	-5	2	2	nt	0	nt	5	-1	0	2
Cc1cccc2c1CC(C)(C)NC2=C(C#N)C#N	-8	0	-3	-4	0	-9	1	3	-6	-2
O=C(CCS(=O)(=O)c1ccccc1)Nc1nc2cc3c(cc2s1)OCO3	-2	4	-2	-11	-1	-4	-2	4	8	0
CCCN=C(C)C1=C(O)c2ccccc2C1=O	-3	5	-4	-2	-2	12	-7	-3	-2	5
COc1ccc(N(Cc2cc3cc(OC)ccc3[nH]c2=O)C(=O)C2CCCO2)cc1 (stereo unspecified)	1	-6	-1	0	-9	-1	1	-9	-2	2
CC1(C)C2CC=C(/C=N/NC(=O)c3ccccc3O)C1C2 (stereo unspecified)	1	3	10	-8	7	5	-2	0	5	-4
CCOC(=O)C1=C(COC(=O)CCS(=O)(=O)c2ccc(C)cc2)NC(=O)NC1C (stereo unspecified)	1	1	-7	-3	-4	-2	3	-2	1	-1
O=C(CCS(=O)(=O)c1ccc2c(c1)NC(=O)CO2)NCCc1ccc(Cl)cc1	-4	-5	4	-5	0	-28	-5	-3	2	3

A stretch of the results above:
SMILES	MBD2 DNA inh	mABHD4 FP	rCAG binder	TCR CD3 inh	GC-A act	HTRA1 inh	SIAE primary	GC-B act	UHRF1 MBD2 ctr	PRMT1 inh
COc1ccc(CCNC(=S)N2CCN(S(=O)(=O)c3ccc(C)cc3)CC2)cc1	6	10	5	-3	-2	-2	-6	2	-1	6
CCOC(=O)[C@@]12CCCC3=C1N(CCC3)C(=O)[C@H]2CC(=O)NCc1ccc(C)o1	-5	2	2	nt	0	nt	5	-1	0	2
Cc1cccc2c1CC(C)(C)NC2=C(C#N)C#N	-8	0	-3	-4	0	-9	1	3	-6	-2
O=C(CCS(=O)(=O)c1ccccc1)Nc1nc2cc3c(cc2s1)OCO3	-2	4	-2	-11	-1	-4	-2	4	8	0
CCCN=C(C)C1=C(O)c2ccccc2C1=O	-3	5	-4	-2	-2	12	-7	-3	-2	5

New compounds follow.
SMILES	MBD2 DNA inh	mABHD4 FP	rCAG binder	TCR CD3 inh	GC-A act	HTRA1 inh	SIAE primary	GC-B act	UHRF1 MBD2 ctr	PRMT1 inh
O=S(=O)(c1cccs1)N1CCCc2nc(-c3ccc(F)cc3)ccc21	0	-10	4	3	4	nt	3	4	2	-2
CCc1ccccc1Nc1nc(N)nc(CSc2nnnn2C)n1	5	4	4	5	0	-2	-11	5	-3	0
O=C(O)C1Cn2c(nc3c(c2=O)C2(CCCC2)Cc2ccccc2-3)S1 (stereo unspecified)	2	42*	20	-1	3	4	2	3	-1	-2
O=C(NCC(c1ccco1)N1CCCC1)c1cccc(S(=O)(=O)N2CCOCC2)c1 (stereo unspecified)	6	-13	8	-9	1	7	-6	-1	2	6
COc1ccc2c(c1)CC1c3c(cc4c(c3-2)OCO4)CC[N+]1(C)[O-] (stereo unspecified)	13	4	4	-4	1	5	12	4	-6	-2
Cc1ccc(S(=O)(=O)N2CCOCC2)cc1C(=O)OCC(=O)NC1CCCC1	2	6	-5	-3	-4	3	1	1	1	-1
C=CCOC(=O)C1=C[C@@H](c2ccc(C(F)(F)F)cc2)[C@H](CCCO)[C@@H](OCC)O1	1	-7	-8	9	-4	-6	-2	-5	1	3
Cc1ccc(C(C)C)c(OCC(=O)NN2C(=O)c3ccccc3C2=O)c1	-4	-4	0	-4	-1	-3	1	-5	-2	-2
COc1ccc(OC)c(S(=O)(=O)N2CCN(CC(O)COc3ccccc3)CC2)c1 (stereo unspecified)	3	1	0	-3	0	0	3	3	2	3
CCOc1ccccc1N=C1SC(CC(=O)Nc2ccc(OC)cc2OC)C(=O)N1CCC1=CCCCC1 (stereo unspecified)	1	-4	10	-6	-10	-5	-2	-1	0	1
N#Cc1ccc(C(=O)N2CCN(S(=O)(=O)c3ccc(Cl)s3)CC2)cc1	-2	7	6	10	-4	4	2	2	1	-2
Cn1nc(C#N)c(=O)[nH]c1=O	5	-3	-2	-6	-1	2	-6	2	2	4
CC(=O)c1c(C)[nH]c(=S)c(C#N)c1-c1ccc(Cl)cc1	-4	2	8	7	0	nt	-3	1	0	-1
COc1ccc(C(C)(C)C)cc1NC(=O)CN(C)C1=NS(=O)(=O)c2ccccc21	1	-1	9	-9	-1	1	2	2	0	0
O=S(Cc1ccc(Cl)cc1)c1ncc(CO)n1Cc1ccccc1 (stereo unspecified)	-3	0	-3	-3	nt	1	17	nt	3	-9
Cc1ccc(NCC(=O)N/N=C/c2cccc(Oc3ccccc3)c2)cc1	-3	2	6	-6	-3	-19	6	-5	-3	1
O=C(C[C@@H]1C/C=C\C[C@H](Cc2ccc(F)cc2)C(=O)OCCNC1=O)N[C@H](CO)Cc1ccccc1	-1	1	-9	11	-1	3	4	4	2	-2
CCc1c(C)nc2c(-c3ccccc3)c(C)nn2c1Nc1ccc(NC(C)=O)cc1	-3	-4	-2	-1	1	nt	15	-5	0	0
CCOc1c2ccc(C(=O)NCc3ccco3)cc2nn1CC	-4	-7	4	-4	1	-8	-7	7	3	4
Cc1cc(C(=O)NCc2ccc(S(N)(=O)=O)cc2)cs1	3	1	-1	4	1	3	9	2	4	-1
Cc1onc(-c2ccccc2)c1C(=O)N1CCc2ccccc21	-7	-4	-7	4	-1	-1	-3	-9	-1	-3
O=C(COC(=O)CCc1c[nH]c(=O)[nH]1)Nc1ccccc1Cl	0	1	-7	6	0	0	4	5	-2	3
